Pf growth 48h – inhibits P. falciparum growth in the first generation, 48 h | P. falciparum luciferase growth in erythrocytes, 48 h | Potency, µM (top dose mostly 28.7 µM), for inactives: top-dose activity change, negative = inhibition, usual class: inhibitors | 310,000 compounds, 5.9% hits | AID 504832; note: potency is the fitted concentration of half-maximal effect; % is set by controls: 0 for no effect and ±100 for the full control effect
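Parasite viability was followed by luminescence of a genomically integrated firefly luciferase. Cultures held 0.1% parasitemia at 2% hematocrit (final), incubated under 5% CO2 at 37 C.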
CHX counter – affects cycloheximide protein synthesis inhibition readout, counter-screen; AID 2314; cell reporter, cycloheximide protein synthesis inhibition counterscreen; 300,000 compounds, 12% hits; max response, %; in the data active = max response mostly above about 13%, no sharp cut-off; inactive = mostly below about 14%; note: read at 38.3 µM for the half of the compounds with a filed dose; 0% is about no effect
Shiga toxin inh – inhibitors of Shiga toxin in Vero cells; Vero cells, Shiga toxin protein synthesis inhibition reporter; inhibition, % at 38.7 µM; 290,000 compounds, 9.2% hits; in the data active = inhibition mostly above about 28%, no sharp cut-off; inactive = mostly below about 43%; note: 0% is about no effect
FBPA Giardia inh – Giardia lamblia aldolase inhibition; purified Giardia FBPA; Potency, µM (titrated, usually from 59.6 µM), inactives show at the top dose activity, negative = inhibition, most hits filed as inhibitors; A8B2U2; 290,000 compounds, 0.71% hits; AID 2451; note: potency is the fitted concentration of half-maximal effect; % is set by controls: 0 for no effect and ±100 for the full control effect; nearly all actives have a fitted effect of over 55% in size
Target sequence (A8B2U2 whole entry, looked up): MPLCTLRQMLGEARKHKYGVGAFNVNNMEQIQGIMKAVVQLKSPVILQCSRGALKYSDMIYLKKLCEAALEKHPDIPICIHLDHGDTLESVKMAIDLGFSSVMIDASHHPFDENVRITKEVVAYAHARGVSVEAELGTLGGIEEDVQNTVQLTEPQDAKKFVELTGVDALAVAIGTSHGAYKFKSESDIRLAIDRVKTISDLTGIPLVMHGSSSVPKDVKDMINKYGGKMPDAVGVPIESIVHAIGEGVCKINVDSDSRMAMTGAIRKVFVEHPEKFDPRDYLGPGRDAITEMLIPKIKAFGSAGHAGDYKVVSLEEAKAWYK
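Giardia FBPA (40 nM reagent) was preincubated 10 min at RT with compound (up to 57.5 uM final), then substrate plus GAPDH/TPI/NAD/arsenate coupling system with diaphorase/resazurin was added; resorufin fluorescence (525/598 nm) was read after 20 min.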
Pf growth 96h – inhibits malaria parasite growth, 96 h | 320,000 compounds, 6.9% hits | P. falciparum luciferase reporter growth, 96 h | Potency, µM (top dose mostly 28.7 µM), without a hit: at the top dose activity change, negative = inhibition, most hits filed as inhibitors; note: potency is the fitted concentration of half-maximal effect; % is set by controls: 0 for no effect and ±100 for the full control effect
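Erythrocytes infected with luciferase-expressing P. falciparum were dispensed at 2% hematocrit and 0.05% parasitemia (final), then incubated with compounds 96 hours at 37 C in 5% CO2. Luminescence after detection reagent addition reported growth.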
HCV inh – inhibitors of hepatitis C virus infection; Huh7.5.1 HCVcc-Cre infection, luciferase reporter, 44 h; Potency, µM (series often up to 41.8 µM), inactives show top-dose activity change, negative = inhibition, actives largely listed as inhibitors; 340,000 compounds, 3.4% hits; note: potency is the fitted concentration of half-maximal effect; % is set by controls: 0 for no effect and ±100 for the full control effect
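Cells seeded at 1,000/well and cultured 4 h, then compounds added followed by HCVcc-Cre virus (~0.5 moi). After 44 h further culture, luciferase substrate was added, plates held 15 min at room temperature, and luminescence read for 15 sec.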
The depositor's hits bear a star; ? = inconclusive; · = no result given; [ ] = remark or other dose. Unless noted, calls come from the whole dose curve; as a rule, active = well fitted curve in the direction sought with a large enough effect; inconclusive = small, poorly fitted or top-dose-only effect, or another doubt; inactive = no such curve, though single readings can be large; an effect the other way counts as inactive or inconclusive.

SMILES	Pf growth 48h	CHX counter	Shiga toxin inh	FBPA Giardia inh	Pf growth 96h	HCV inh
Brc1ccc(OCCCCN2CCCCC2)cc1	-27.2%	-3.4	2.6	-1.0%	5.22µM*	-9.6%
Cc1cccc(NC(=O)CSCC(=O)Nc2ccccc2N2CCCCC2)c1	?	·	·	·	?	?
COc1ccc(C(=O)CN2C(=O)c3ccccc3C2=O)c(OC)c1	32.9%[activator]	14.9*	-14.8	·	46.2%[activator]	1.0%
CC1=C(C(=O)Nc2cc(C(=O)N(C)Cc3ccccc3)ccc2C)SCCO1	-12.1%	-11.5	-3.8	·	-23.4%	-5.2%
COc1cccc(NC(=O)C2CC(=O)N/C(=N/NC(=O)c3ccc(C)cc3)S2)c1 (stereo not drawn)	-11.6%	-3.1	2.0	1.4%	21.7%	11.1%
O=C(CSc1nnc(-c2cccs2)n1-c1ccccc1)c1ccc2c(c1)OCCO2	0.1%	-7.3	-13.7	-0.2%	-17.1%	9.0%
Cc1cc(Cl)ccc1OCc1nc(-c2ccncc2)no1	60.9%[activator]	35.5*	129.3*	-1.0%	76.4%[activator]	-21.0%
COc1ccc(C(=O)N/C(=C\c2cc(OC)c(OC)cc2[N+](=O)[O-])C(=O)NCC(=O)O)cc1	2.9%	-2.0	-5.1	-6.4%	3.6%	8.1%
COC(=O)c1oc2ccc(Cl)cc2c1NC(C)=O	3.8%	-2.6	2.2	2.2%	0.0%	6.5%
O=C(NC1=NCCS1)c1ccncc1	9.9%	-1.9	8.1	-3.5%	-17.0%	5.3%
Cc1cc(-n2c(SCC(=O)Nc3ccc(Br)cc3)nc3n[nH]c(C)c3c2=N)ccc1Cl	?	0.9	-3.6	2.0%	43.8%[activator]	-16.4%
CCOc1ccc(-c2c(C)n([O-])c3c([n+]2=O)CCCCC3)cc1	37.9%[activator]	-1.1	13.5	1.7%	-38.9%[5.75 µM]	6.3%
CCc1cc2cc(C)cc(C)c2nc1SCC(=O)Nc1cc(C)on1	8.8%	-0.3	-26.2	7.1%	59.3%[activator]	-15.6%
O=C(Nc1ncc([N+](=O)[O-])s1)c1ccc2c(c1)OCO2	4.8%	11.1	5.6	-26.3%	3.7%	-22.0%
CCCN(CCC)C(=O)Nc1ccc(F)cc1F	-8.4%	1.4	3.4	7.0%	59.3%[activator]	2.1%
COC1=NS(=O)(=O)c2ccccc21	-4.4%	-2.2	-12.0	2.3%	6.8%	-0.2%
Cc1ccc(C)c(N(C)C(=O)c2ccc3c(=O)n4c(nc3c2)CCCCC4)c1	-24.6%	10.5	-6.6	7.7%	32.1%[activator]	-21.2%
O=C(O)CCC(=O)Nc1cccc(-c2nc3ccccc3o2)c1	39.7%[activator]	-0.3	4.5	7.1%	-22.6%	26.0%
CCOc1cc(CN2CCN(c3ccc(C(C)=O)cc3)CC2)ccc1OC	-17.3%	12.1	-13.1	?	0.0%	·
CCn1c(C)[n+](CCCS(=O)(=O)[O-])c2cc(Cl)c(Cl)cc21	2.8%	-5.6	28.7	-1.3%	90.3%[activator]	26.0%
COc1cccc(/C=N/N2C(=O)NC3(CCCCC3)C2=O)c1O	·	37.2*	51.4	0.6%	-1.3%	-0.7%
O=C(Cn1c2ccc(F)cc2c2nc3n(c(=O)c21)CCS3)N1CCCC1	-12.9%	5.5	-16.5	-3.4%	-2.6%	-15.8%
Cc1nonc1CN(C)C(=O)c1ccc(OC2CCN(Cc3ccccn3)CC2)cc1	-3.8%	-3.0	-2.5	3.6%	?	12.6%
O=C(O)C1Cc2ccccc2CN1C(=O)CCl (stereo not drawn)	?	-4.1	21.5	?	?	17.1%
COc1ccc(S(=O)(=O)N[C@H](C(=O)O)C(C)C)cc1	46.5%[activator]	2.2	8.0	2.6%	37.4%[activator]	1.4%
CCc1ccc(-n2c(SCC(=O)c3ccc4c(c3)NC(=O)CO4)nc3ccccc3c2=O)cc1	13.9%	4.3	18.9	3.9%	26.0%	?
O=C(Nc1ccccc1C(=O)NCc1ccco1)c1ccccc1	-1.0%	9.5	25.0	0.6%	11.8%	-19.7%
Cc1ccc2nc3c(cc(C(=O)NCC4CCCO4)c(=N)n3CCCOC(C)C)c(=O)n2c1 (stereo not drawn)	?	-2.4	61.6	-0.7%	-30.4%	14.7%
Fc1ccccc1Nc1nc(NCc2ccco2)nc(N2CCOCC2)n1	-24.6%	-1.4	-13.2	-5.9%	157.5%[activator]	35.5µM*
Cc1ccnc(NS(=O)(=O)c2ccc(NC(=O)c3oc4ccccc4c3C)cc2)n1	5.6%	1.1	-19.8	2.8%	?	6.8%
Cc1ccc(C(=O)Nc2ccccc2N2CCCC2)cc1	-1.5%	0.4	·	0.6%	19.7%	-18.4%
CC(=O)NC1=NN(C(C)=O)C(C)(c2ccc(C)cc2)S1 (stereo not drawn)	13.2%	-3.2	-12.6	-0.4%	?	-4.7%
CN(C(=O)c1ccc2c(c1)CCO2)C(C)(C)C	7.7%	-1.3	-4.9	6.1%	19.4%	-10.0%
Brc1ccccc1OCCNCc1ccccc1	6.7%	16.8	29.2	?	-0.2%	-3.4%
COc1cc(OC)nc(NC(=O)NS(=O)(=O)c2ccccc2Cl)n1	24.7%	-0.6	-5.6	-0.7%	54.4%[activator]	14.6%
COc1ccc(OC)c(NC(=O)CN2C(=O)NC3(CCOc4ccccc43)C2=O)c1 (stereo not drawn)	·	-7.3	-9.8	4.9%	?	-1.3%
CC(=O)c1sc(NC(=O)c2cccnc2Cl)nc1C	35.2%[activator]	13.0	-4.2	3.8%	109.5%[activator]	0.8%
Cc1ccc(-c2cc(Cc3ccncc3)c(=O)[nH]n2)cc1	6.9%	11.5*	6.6	5.2%	24.8%	-3.4%
CSc1nncn1/N=C/c1ccc([N+](=O)[O-])cc1	-28.8%	-2.5	33.3	-0.1%	-0.3%	5.2%
CC(=O)N/C(=C\c1ccc(C)cc1)C(=O)O	18.9%	-3.8	22.6	-1.3%	27.5%	13.2%
O=[N+]([O-])c1ccccc1/C=N\Nc1nccs1	66.7%[activator]	5.7	10.9	-3.0%	?	?
Cc1cccnc1NC(=O)Nc1ccccc1	90.4%[activator]	26.7*	49.0*	0.7%	86.4%[activator]	17.6%
Cc1nc([N+](=O)[O-])cn1CC(=O)Nc1ccc([N+](=O)[O-])cc1	-14.2%	-6.0	-4.1	3.0%	?	4.9%
COc1ccc(OC)c(NC(=O)C(Sc2ccccc2)c2ccccc2)c1 (stereo not drawn)	?	9.3	17.4	-10.4%	?	?
CCCCCCCn1ccc(=N)cc1	0.928µM*	-1.9	-10.8	2.3%	·	0.562µM*
CCOc1ccc(NS(=O)(=O)c2ccc(NC(C)=O)c(OC)c2)cc1	·	-3.2	-8.5	0.6%	-9.0%	0.2%
Cc1cc(N2CCN(c3ccccc3)CC2)nc(-c2ccccc2O)n1	·	8.3	-2.5	-0.5%	-17.7%	?
Cc1[nH]c2ccccc2c1C(=O)C(=O)N1CCOCC1	-0.3%	-1.6	10.6	·	?	10.7%
CCOC(=O)c1cnn(-c2ncnc3c2cnn3C)c1N	84.7%[activator]	7.9	27.6	3.7%	98.2%[activator]	8.2%
CN(C(=O)CCc1nc2ccccc2c(=O)[nH]1)C1CCS(=O)(=O)C1 (stereo not drawn)	-27.2%	·	·	·	?	7.0%
COc1cc(/C=C2\SC(=O)N(c3ccccc3Cl)C2=O)cc([N+](=O)[O-])c1O	-29.1%	1.6	7.2	-1.8%	7.0%	7.1%
CCn1c(SC(C)C(=O)OC)nnc1-c1c[nH]c2ccccc12 (stereo not drawn)	·	-8.4	-3.5	-0.2%	-3.7%	11.5%
O=C(O)CC1S/C(=N\N=C/c2ccccc2)N(c2ccc(O)cc2)C1=O (stereo not drawn)	11.1%	-2.8	-16.7	8.0%	0.0%	14.9%
CC(=O)Nc1ccc(NC(=O)C2CCCN(c3nnc(-n4cccc4)s3)C2)cc1 (stereo not drawn)	?	7.9	2.9	9.1%	?	14.1%
O=C(CNC(=O)C1CCCCC1)NNC(=O)c1ccccc1Br	?	-1.9	-7.2	·	?	·
Cc1ccc(C2=NN(S(C)(=O)=O)C(c3cccs3)C2)cc1 (stereo not drawn)	294.4%[activator]	35.4*	178.1*	4.0%	211.4%[activator]	-9.4%
O=S(=O)(Nn1cnnc1)c1ccc2ccccc2c1	4.6%	-0.9	7.8	8.7%	6.1%	13.8%
CC(C)(Oc1ccc(Cl)cc1)C(=O)Nc1ccc2oc(-c3ccncc3)nc2c1	?	-4.9	-9.3	2.9%	-22.1%	13.0%
COc1ccc(-c2cc3c(=O)n(CC(=O)N4CCCCC4)ncn3n2)cc1	52.2%[activator]	-1.5	4.4	-2.4%	13.9%	1.7%
O=C(COc1ccccc1F)NCC(c1ccco1)N1CCCC1 (stereo not drawn)	?	1.0	6.9	5.7%	?	-3.3%
Cc1[nH]c2ccc(F)cc2c1CCN(Cc1cccnc1)C(=S)Nc1ccc(F)cc1	4.15µM*	5.3	-0.6	0.2%	7.38µM*	?
COC(=O)C1=C(O)/C(=C\c2ccc(CNC(=O)C(=O)Nc3ccc(C)cc3)o2)N=C1C	37.3%[activator]	10.8	14.6	?	17.1%	-2.3%
Cc1ccc(S(=O)(=O)N2CC(O)CC2C(=O)Nc2ccc3c(c2)CCC3)cc1 (stereo not drawn)	-12.0%	1.7	-16.8	2.1%	-22.9%	-3.0%

Of the compounds above, twelve contain an aryl methoxy group:
SMILES	Pf growth 48h	CHX counter	Shiga toxin inh	FBPA Giardia inh	Pf growth 96h	HCV inh
COc1ccc(C(=O)CN2C(=O)c3ccccc3C2=O)c(OC)c1	32.9%[activator]	14.9*	-14.8	·	46.2%[activator]	1.0%
COc1cccc(NC(=O)C2CC(=O)N/C(=N/NC(=O)c3ccc(C)cc3)S2)c1 (stereo not drawn)	-11.6%	-3.1	2.0	1.4%	21.7%	11.1%
COc1ccc(C(=O)N/C(=C\c2cc(OC)c(OC)cc2[N+](=O)[O-])C(=O)NCC(=O)O)cc1	2.9%	-2.0	-5.1	-6.4%	3.6%	8.1%
CCOc1cc(CN2CCN(c3ccc(C(C)=O)cc3)CC2)ccc1OC	-17.3%	12.1	-13.1	?	0.0%	·
COc1cccc(/C=N/N2C(=O)NC3(CCCCC3)C2=O)c1O	·	37.2*	51.4	0.6%	-1.3%	-0.7%
COc1ccc(S(=O)(=O)N[C@H](C(=O)O)C(C)C)cc1	46.5%[activator]	2.2	8.0	2.6%	37.4%[activator]	1.4%
COc1cc(OC)nc(NC(=O)NS(=O)(=O)c2ccccc2Cl)n1	24.7%	-0.6	-5.6	-0.7%	54.4%[activator]	14.6%
COc1ccc(OC)c(NC(=O)CN2C(=O)NC3(CCOc4ccccc43)C2=O)c1 (stereo not drawn)	·	-7.3	-9.8	4.9%	?	-1.3%
COc1ccc(OC)c(NC(=O)C(Sc2ccccc2)c2ccccc2)c1 (stereo not drawn)	?	9.3	17.4	-10.4%	?	?
CCOc1ccc(NS(=O)(=O)c2ccc(NC(C)=O)c(OC)c2)cc1	·	-3.2	-8.5	0.6%	-9.0%	0.2%
COc1cc(/C=C2\SC(=O)N(c3ccccc3Cl)C2=O)cc([N+](=O)[O-])c1O	-29.1%	1.6	7.2	-1.8%	7.0%	7.1%
COc1ccc(-c2cc3c(=O)n(CC(=O)N4CCCCC4)ncn3n2)cc1	52.2%[activator]	-1.5	4.4	-2.4%	13.9%	1.7%

Part of the list above with just CHX counter.
mol,CHX counter
O=[N+]([O-])c1ccccc1/C=N\Nc1nccs1,5.7
Cc1cccnc1NC(=O)Nc1ccccc1,26.7*

Screens from PubChem BioAssay.
